Screening results as filed in PubChem BioAssay.
Shn3 3UTR inh = Schnurri-3 reporter inhibition in Clone20 osteoblasts | Clone20 osteoblast Shn3 3'UTR firefly luciferase, 24 h | inhibition, % at 12.5 µM | 360,000 compounds, 0.52% hits | AID 588674;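 active = mean inhibition of at least 75% with every replicate also reaching 75%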;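 note: 0% = median of neutral control wells and 100% = pilot-screen positive control compound; some compounds past the cut are filed as inactive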
HIF-2a block = blocks HIF-2a reporter activity | 360,000 compounds, 0.72% hits | AID 624352 | inhibition, % at 18.8 µM | 786-0 RCC cells HIF-2a reporter, luciferase luminescence, overnight;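 active = inhibition of the luminescence signal of 40% or more relative to plate controls, in a single-dose primary screen at 18.75 µM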
NR2E3 ag-1 = agonists of human nuclear receptor NR2E3. GST-NR2E3/biotin-RetCOR TR-FRET, 1536-well. inhibition of corepressor binding, % at 4.78 µM. 320,000 compounds, 0.12% hits. AID 2300;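 active = percent inhibition above the cutoff of mean plus 3 SD of all tested compounds, set per screening campaign, cut at about 20% in these data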;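 note: 0% = DMSO wells and 100% = biotin wells as full block of FRET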
Target sequence (Q9Y5X4 whole entry, looked up): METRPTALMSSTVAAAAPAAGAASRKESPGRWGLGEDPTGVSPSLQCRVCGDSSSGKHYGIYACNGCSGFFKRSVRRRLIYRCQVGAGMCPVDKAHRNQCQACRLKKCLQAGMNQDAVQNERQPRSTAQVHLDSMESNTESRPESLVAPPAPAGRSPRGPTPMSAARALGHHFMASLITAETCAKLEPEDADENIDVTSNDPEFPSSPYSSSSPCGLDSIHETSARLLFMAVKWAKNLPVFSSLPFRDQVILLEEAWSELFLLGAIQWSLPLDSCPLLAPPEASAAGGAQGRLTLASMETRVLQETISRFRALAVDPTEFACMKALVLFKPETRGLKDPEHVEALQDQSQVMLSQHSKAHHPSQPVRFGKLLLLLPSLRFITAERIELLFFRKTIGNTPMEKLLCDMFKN
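Material: NR2E3–RetCOR corepressor complex / Amount: 1.35 nM GST-NR2E3 / Medium: Tris pH 7.5 / Compound: single nominal compound dose of 4.8 µM / Incubation: 5 h at 4 °C / Technique: TR-FRET, Eu(K)-anti-GST donor, streptavidin-D2 acceptor, ex 340, em 617/671 nm / Read-out basis: percent loss of FRET ratio relative to control wells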
KKLEB tox = counter-screen for CF NF-kB inhibitors: cytotoxicity. KKLEB CF airway cells viability, ATPlite luminescence, overnight; active compounds read low; cells stimulated with P. aeruginosa culture filtrate. activity change (cytotoxicity), % at 5 µM. 360,000 compounds, 0.36% hits. AID 602141;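 active = corrected activity change at or below -50% at 5 µM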
CaV13 FRET inh = Disruptors of the CACNA1D IQ motif to Ca2+-dependent inactivation inhibitor domain association, primary screening, Förster resonance energy transfer in intact living …; HEK cells, CFP/YFP FRET ICDI-IQ, plate reader, 10 min; percent FRET-ratio fall versus neutral wells; inhibition, % at 12.3 µM; 340,000 compounds, 0.098% hits; AID 743397;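 active = mean replicate inhibition of at least 30% and at least 1% of replicates passing that level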;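 note: 0% = median of the neutral control wells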
Peg3 promoter = Peg3 promoter activity inhibition | AID 588405 | inhibition, % at 20 µM | 360,000 compounds, 1.7% hits | HeLa PEG-Prom luciferase reporter, luminescence, overnight;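 active = inhibition of at least 50% at 20 µM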
MITF TRPM1 inh = MITF TRPM1 promoter inhibition in SK-MEL-5 cells; SK-MEL-5 TRPM1 promoter luciferase, 24 h; inhibition, % at 12.5 µM; 330,000 compounds, 0.83% hits;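 active = mean inhibition across replicates of 60% or more, whatever share of single replicates reaches that level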; note: values of inactives mirror those of a sister screen read the other way
PDI inh = inhibitors of human protein disulfide isomerase | AID 588391 | inhibition, % at 10 µM | 350,000 compounds, 0.052% hits | PDI insulin aggregation turbidity, A650, 90 min | P07237;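 active = mean inhibition across replicates of 30% or more, whatever share of single replicates reach that level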;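 note: absorbance from insulin aggregation driven by PDI reduction with DTT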
Target sequence (P07237 whole entry, looked up): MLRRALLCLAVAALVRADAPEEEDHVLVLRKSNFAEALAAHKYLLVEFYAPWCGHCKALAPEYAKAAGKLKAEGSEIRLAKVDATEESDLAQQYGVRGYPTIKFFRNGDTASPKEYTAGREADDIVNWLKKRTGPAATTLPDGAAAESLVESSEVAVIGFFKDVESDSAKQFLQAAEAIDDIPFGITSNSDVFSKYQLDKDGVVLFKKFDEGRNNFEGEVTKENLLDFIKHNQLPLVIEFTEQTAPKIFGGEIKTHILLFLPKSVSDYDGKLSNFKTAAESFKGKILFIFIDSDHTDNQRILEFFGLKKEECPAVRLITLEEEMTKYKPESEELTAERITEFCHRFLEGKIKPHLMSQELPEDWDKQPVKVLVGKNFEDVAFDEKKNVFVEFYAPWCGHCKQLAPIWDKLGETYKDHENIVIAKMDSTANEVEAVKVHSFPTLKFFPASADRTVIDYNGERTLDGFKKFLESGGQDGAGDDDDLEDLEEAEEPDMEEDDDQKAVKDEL
Vif inh = blocks HIV Vif function; 340,000 compounds, 0.35% hits; inhibition, % at 7.49 µM; HEK293T cells, Vif self-association by quenched fluorescence, imaging, 24 h; in the data active = inhibition above about 50%, passing the limit was not always enough; note: some results filed as inactive read as strong as hits
NR2E3 ag-2 = agonists of human NR2E3 nuclear receptor; CHO-S Gal4-NCOR/VP16-NR2E3 two-hybrid, luciferase; inhibition of corepressor binding, % at 3.98 µM; Q9Y5X4; 360,000 compounds, 0.35% hits; AID 602229;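 active = inhibition above the mean of all tested compounds plus 3 SD, cut at about 70% in these data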;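 note: 0% = DMSO with NR2E3 transfected cells and 100% = cells lacking NR2E3 construct; higher means lower luciferase signal from less NR2E3 corepressor binding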
CF NFkB inh = blocks PAF-induced NF-kB reporter in cystic fibrosis cells. inhibition, % at 5 µM. AID 588850. KKLEB NF-kB-GFP reporter, GFP fluorescence overnight. 360,000 compounds, 0.86% hits;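 active = at least 50% inhibition at 5 µM, scaled per plate between neutral and stimulator controls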;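 note: PAF is a Pseudomonas aeruginosa culture filtrate used as stimulus; plate controls were PAF-stimulated DMSO wells for no effect and unstimulated DMSO wells for full effect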
* hit, by the source's call; / = not tested or not shown.

Sequence of screens: Shn3 3UTR inh, HIF-2a block, NR2E3 ag-1, KKLEB tox, CaV13 FRET inh, Peg3 promoter, MITF TRPM1 inh, PDI inh, Vif inh, NR2E3 ag-2, CF NFkB inh
- COc1ccc(N2CCN(C(=O)c3oc4c(c3C)C(=O)CCC4)CC2)cc1
    2, -6, -1, -10, -18, -13, -3, -1, 1, -5, -30
- O=C(Nc1ccc(NC(=O)c2cc([N+](=O)[O-])ccc2N2CCOCC2)cc1)c1cccs1
    -4, 6, -4, -4, -3, -13, -7, 14, -16, 1, 6
- CC12CCC(=O)N1C(C(=O)Nc1ccccc1N1CCOCC1)CS2 (configuration not stated)
    0, 15, 0, 4, -11, 3, 7, -4, -7, 7, 1
- CC(C)(c1ccc(O)cc1)c1ccc(O)cc1
    11, -6, -1, 1, -17, -2, 0, -2, /, -4, -2
- Cc1oc(-c2ccccc2F)nc1CS(=O)(=O)CC(=O)NCc1ccccc1Cl
    0, 7, 0, 2, -7, 12, /, /, /, 13, 10
- O=C(NC(=O)c1ccc(C(F)(F)F)cc1)Nc1ccc(-c2cnco2)cc1
    -33, 2, -1, -2, -15, 11, -2, -3, -2, -20, -8
- Cn1nc(-c2ccccc2)c2ncc(C(F)(F)F)cc21
    -17, -19, 2, 8, /, -1, 0, -1, -4, 12, -12
- COc1ccc(S(=O)(=O)N2CCC(C(=O)NCCC(=O)Nc3nccs3)CC2)cc1
    -5, -1, 3, 16, -8, 3, -5, -10, 0, -3, -17
- COc1nc(NC23CC4CC(CC(C4)C2)C3)nc(OC)n1
    5, 0, -2, -15, /, -12, 5, -2, -6, -55, 30
- Cc1cc(NC(C)C)n2c(nc3ccccc32)c1C#N
    -56, 14, 0, -5, -1, 12, 4, -7, -3, -32, -7
- C=CCn1nnnc1-c1cccc(Cl)c1
    -4, 9, 1, 0, 16, -1, -1, 0, 0, -10, 1
- CSc1ccc(Cn2c(C)c(C(=O)NCc3ccc4c(c3)OCCO4)sc2=O)cc1
    11, -2, /, 6, 25, 14, /, -10, 8, -7, 7
- Cc1ccc(NC(=O)CCS(=O)(=O)c2ccccc2)cc1S(=O)(=O)N1CCOCC1
    20, 7, -3, -1, -3, 10, -3, 7, 2, 8, 9
- CCC(CO)Oc1cc(NCc2ccc(C(C)(C)C)cc2)c2ncn(C(C)C)c2c1 (configuration not stated)
    65, 20, /, 1, -4, 19, 1, 8, -3, 0, 51*
- Cc1cc(C)n2c(SCc3nnc(-c4cccs4)o3)nnc2n1
    -3, 13, 0, -1, /, -7, 6, 7, 0, -7, 14
- COCCNC(=O)C1(C)CCCN(C(=O)c2c(-c3ccccc3)noc2C)C1 (configuration not stated)
    -13, 17, /, 15, -6, 3, /, 16, 13, 12, -3
- Cc1ccc(/C(O)=C/C(=O)C(=O)NC23CC4CC(CC(C4)C2)C3)cc1
    -3, -18, 4, 0, -5, -64, -19, 0, 12, -7, 0
- N#CC1=C(N)Oc2ccc3ccccc3c2C1c1cccnc1 (configuration not stated)
    5, 11, /, -8, -2, 24, 33, -3, -14, -53, 26
- COC(=O)c1sc(=S)sc1C(=O)OC
    16, 14, -5, 8, -7, 9, 1, 4, 10, 10, 17
- Cc1cc(NC(=O)Cc2ccccc2)nc2c1c(=O)oc1ccccc12
    1, -29, 3, -26, -6, -17, 2, -4, -5, -17, 19
- Cc1[nH]c2ccccc2c1CCNC(=O)c1ccc2c(c1[N+](=O)[O-])C(=O)c1ccccc1C2=O
    -8, -29, 7, -16, /, 101*, 12, 3, -8, -22, -11
- CSCCC(CO)NC(=O)OCc1ccccc1 (configuration not stated)
    8, -2, 2, -2, /, 6, 10, 5, 2, -13, -5
- Nc1ccnn1Cc1cccs1
    -17, 2, -4, 6, 2, 5, 4, 3, -11, -37, -4
- COc1cccc(-c2nnc(NC(=O)c3cccc(F)c3)o2)c1
    1, -134, 4, 0, -7, -67, /, -14, 2, -24, -24
- CCO[C@@H]1OC(C(=O)N2CCN(Cc3ccc4c(c3)OCO4)CC2)=C[C@H](c2ccc(Br)cc2)[C@H]1CCCO
    11, 17, 3, -5, -12, 23, 2, 7, 3, 8, 6
- C[C@@H]1C=C(C(=O)NCc2nc3ccccc3[nH]2)O[C@H](OCCCCO)C1
    4, 2, -1, 4, -6, 1, 4, 0, 12, -12, -5
- CC(C)c1c(O)cc(-c2ccncc2)n(-c2ccc(Cl)cc2)c1=O
    3, 32, 2, 4, -5, 5, 0, 9, 1, 6, -10
- Cc1cc(C)nc(Nc2n[nH]c(COc3ccc4ccccc4c3)n2)n1
    32, -7, 1, -11, -4, 23, 1, -1, -3, -6, 5
- Nc1nonc1C(=O)NCCNc1ccc([N+](=O)[O-])cc1
    0, 11, 5, -3, -4, -14, -4, 1, /, -15, -6
- Cc1ccc(OCCn2c(=S)[nH]c3c(N)ncnc32)cc1
    0, 17, 3, -6, -3, 19, 8, 6, -11, -9, -10
- CC(C(=O)Nc1ccccc1Oc1ccccc1)c1ccccc1 (configuration not stated)
    14, 13, 0, 11, -3, 17, -9, 0, 2, 9, 7
- O=C(COC(=O)Cc1n[nH]c(=O)c2ccccc12)Nc1c(Br)cc([N+](=O)[O-])cc1Br
    -14, 0, /, 5, -14, 3, 21, -2, 23, -3, -4
- c1ccc(C[C@H]2CN=C(Nc3ccccc3)N2CCCC2CCCC2)cc1
    3, 6, 3, 0, /, 0, -22, 1, -14, 5, 11
- CCOc1ccc(CNC(=O)c2nnc(CS(=O)(=O)c3ccccc3)o2)cc1OC
    -17, 3, 2, -11, -8, 9, /, /, -4, 8, 14
- O=C(O)c1cccc(N2C(=O)c3cccc4c(Cl)ccc(c34)C2=O)c1
    -10, 13, 6, -4, -14, 17, 10, -1, 23, 1, -10
- CCNC(=S)Nc1ccccc1-c1ccccc1
    10, 11, -3, 11, -3, 4, 1, 2, 0, -18, -21
- COc1ccc(NC(=O)C/C(C)=N/NC(=O)c2cccs2)c([N+](=O)[O-])c1
    -7, -31, 3, 1, -2, -21, 0, -11, -15, -64, -10
- CCC(C)Nc1nc2c(c(=O)n(C)c(=O)n2C)n1C (configuration not stated)
    23, 13, -1, -8, -14, -4, 14, 15, -12, 25, 6
- Cn1ccnc1C(O)(c1ccccc1)c1ccccc1
    /, 9, 3, 5, 2, -8, -7, -3, 2, -14, 5
- Cc1cc2cc(C(=O)N3CCc4c([nH]c5ccccc45)C3c3ccccn3)ccc2o1 (configuration not stated)
    -14, 10, -2, -1, -4, 1, -1, -8, 12, -8, 9
- CCOC(=O)/C(C#N)=C\c1ccc(N2CCN(C)CC2)cc1
    -6, -58, 2, -6, -4, -19, 5, -1, 9, -14, -14
- Cc1ccc(C(=O)NNC(=O)C2CSC3(C)CCC(=O)N23)cc1 (configuration not stated)
    11, 6, 0, -3, -7, 0, -17, -1, 10, -21, 11
- CN1CCCN(C(=O)C2CCCCC2)CC1
    2, 18, 4, 11, -5, 9, -2, -65, -4, -16, -5
- CCOc1cccc(NC(=O)C2CC(=O)N(C)C2)c1 (configuration not stated)
    -5, -1, -1, 1, -8, 10, 3, -5, /, 2, -3
- Cc1ccc(S(=O)(=O)CCC(=O)OCC(=O)N2CC(=O)Nc3ccccc32)cc1
    -2, 5, -4, -5, -3, 2, 8, 3, -11, 2, 6
- C=CCNc1nc2c(c(=O)[nH]c(=O)n2C)n1Cc1cccc(C)c1
    3, -11, /, -3, -5, 8, /, -2, /, -9, -6
- O=C(CC12CC3CC(CC(Br)(C3)C1)C2)NC1=NCCS1
    7, 19, 0, 12, 8, 14, -2, 6, -3, -21, 2
- CCOc1ccc(OCC)c(NC(=O)C2CCCN(c3nc(C)cc(C)n3)C2)c1 (configuration not stated)
    -15, -7, 2, -4, -3, 26, 1, 7, -2, -13, -2
- COc1ccc(F)cc1S(=O)(=O)n1nnc2ccccc21
    0, 8, 1, 13, -17, 11, 13, -2, 9, 19, -35
- O=C(NCc1ccc2c(c1)OCO2)c1ccccn1
    -7, -88, 1, -3, -4, -59, -12, -10, 2, -50, 6
- Cc1ccc(-c2ccc(S(=O)(=O)Nc3cccnc3)cc2)cc1
    -15, 0, 2, -2, -3, 14, -5, 0, -7, 65, -2
- CCOc1ccc(Nc2nc(Cc3nnc(SCC(=O)c4ccc(C)cc4)o3)cs2)cc1
    17, -67, 2, 3, /, -30, -2, -5, -16, -34, 11
- O=C(CSc1nnnn1C1CCCC1)N1CCOCC1
    -12, -44, 3, 18, -7, -39, -8, -9, 0, -13, -5
- CC(NC(=O)c1cc2c(s1)CCCC2)C(C)(C)C (configuration not stated)
    -8, -80, 3, 1, -7, -25, -5, 1, 0, -24, -2
- Cc1ccc(NS(=O)(=O)c2ccc(OCC(=O)NCc3ccco3)cc2)cc1
    -6, 17, -1, 8, 0, 14, 5, -2, -6, 12, 0
- O=C(Cc1ccccc1[N+](=O)[O-])OCC(=O)N1CCN(c2ccccc2)CC1
    -6, -7, -2, 0, -4, -5, -13, -3, 3, -14, -8
